AHR activator – activates the human aryl hydrocarbon receptor. AHR-responsive luciferase reporter cells, luminescence. activation, % at 5 µM. actives 2.5% (n = 320,000); in the data active = activation above about 47%;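 also: 0% = vehicle wells and 100% = reference agonist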
Target sequence (P35869 whole entry, looked up): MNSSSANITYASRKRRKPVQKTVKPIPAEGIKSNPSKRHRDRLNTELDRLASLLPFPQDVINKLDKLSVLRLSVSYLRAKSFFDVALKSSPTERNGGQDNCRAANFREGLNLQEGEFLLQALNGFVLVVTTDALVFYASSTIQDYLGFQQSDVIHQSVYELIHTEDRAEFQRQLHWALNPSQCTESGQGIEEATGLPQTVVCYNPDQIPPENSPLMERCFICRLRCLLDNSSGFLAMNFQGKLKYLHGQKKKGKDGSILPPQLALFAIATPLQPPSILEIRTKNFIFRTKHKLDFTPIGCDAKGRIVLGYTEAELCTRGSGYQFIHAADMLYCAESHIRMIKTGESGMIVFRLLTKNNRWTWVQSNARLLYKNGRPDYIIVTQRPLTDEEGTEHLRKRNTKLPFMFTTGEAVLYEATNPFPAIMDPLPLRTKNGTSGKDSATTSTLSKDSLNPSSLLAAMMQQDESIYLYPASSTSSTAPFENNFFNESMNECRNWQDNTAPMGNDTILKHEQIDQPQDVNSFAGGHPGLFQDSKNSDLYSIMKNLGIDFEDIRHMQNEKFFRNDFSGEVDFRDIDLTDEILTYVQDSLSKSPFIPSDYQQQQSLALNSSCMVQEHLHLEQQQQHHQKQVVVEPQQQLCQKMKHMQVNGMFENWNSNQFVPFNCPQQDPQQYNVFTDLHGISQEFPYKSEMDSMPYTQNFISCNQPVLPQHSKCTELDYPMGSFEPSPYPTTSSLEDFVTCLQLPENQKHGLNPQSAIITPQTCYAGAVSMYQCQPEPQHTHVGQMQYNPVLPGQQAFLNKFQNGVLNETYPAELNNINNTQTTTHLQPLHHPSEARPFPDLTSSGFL
MCL1 BIM primary – disrupts human MCL1 binding to BIM-BH3 peptide. GST-MCL1 / FITC-Bim-BH3 fluorescence polarization. inhibition, % at 10.9 µM. actives 0.68% (n = 320,000);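 active = inhibition above the mean inhibition of all tested compounds plus 3 SD, set per campaign, cut at about 40% in these data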;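 also: 0% = DMSO wells and 100% = unlabeled Bim-BH3 peptide control; higher means more loss of mP so more displacement of Bim peptide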
BCLXL inh – blocks human Bcl-xL binding to Bim BH3 peptide. inhibition, % at 10.9 µM. GST-Bcl-xL / FITC-Bim BH3 peptide fluorescence polarization. AID 2129. actives 0.7% (n = 320,000). Q07817;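 active = inhibition above the mean of all tested compounds plus 3 SD, cutoff set per campaign, cut at about 30% in these data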;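 also: 0% = DMSO wells and 100% = unlabeled Bim-BH3 peptide competitor; inhibitors lower millipolarization by displacing the labeled peptide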
Target sequence (Q07817 whole entry, looked up): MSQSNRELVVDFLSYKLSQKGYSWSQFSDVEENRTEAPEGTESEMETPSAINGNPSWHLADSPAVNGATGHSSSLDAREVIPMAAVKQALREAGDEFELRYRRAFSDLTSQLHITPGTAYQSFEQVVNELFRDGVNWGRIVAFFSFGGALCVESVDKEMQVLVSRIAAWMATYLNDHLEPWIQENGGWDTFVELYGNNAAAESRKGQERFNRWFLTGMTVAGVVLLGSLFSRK
MEX-5 binding – C. elegans MEX-5 TCR-2 RNA binding activity. MEX-5/FITC-TCR2 RNA binding, fluorescence polarization; active compounds read low. Q9XUB2. activity score (negative = inhibition of binding), % at 10 µM. actives 0.38% (n = 300,000);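 active = inhibition past about -25% in most replicates, and total fluorescence under double the plate's negative control median, limit read from the data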;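 also: 0% = DMSO and -100% = 5 µM competing unlabeled TCR2 RNA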
PAFAH1B2 inh – blocks human PAF acetylhydrolase 1b catalytic subunit 2; P68402; recombinant PAFAH1B2, FP-rhodamine activity probe, fluorescence polarization; inhibition, % at 3.39 µM; actives 1.2% (n = 340,000);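 active = inhibition above the mean of all tested compounds plus 3 SD, cut at about 24% in these data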;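 also: 0% = enzyme with DMSO and 100% = wells lacking PAFAH1B2; many of its hits are not listed in these tables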
pPAFAH FP inh – pPAFAH (human) enzyme inhibition; Q13093; recombinant pPAFAH, FP-rhodamine probe fluorescence polarization; inhibition, % at 3.39 µM; actives 1.5% (n = 330,000);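 active = inhibition above the mean inhibition across the screen plus 3 SD, cut at about 25% in these data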;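 also: inhibitors block binding of the rhodamine activity-based probe so polarization drops; 0% = enzyme with DMSO and 100% = wells lacking pPAFAH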
GLD-1 RNA inh – GLD-1-TGE RNA interaction inhibition (C. elegans); inhibition, % at 5.96 µM; actives 0.44% (n = 320,000); purified GLD-1 + fluorescein TGE RNA, fluorescence polarization; Q17339;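 active = percent inhibition above a per-plate cutoff, the plate mean of test compounds plus 3 SD, cut at about 30% in these data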;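 also: 0% = DMSO wells with GLD-1 and probe and 100% = wells lacking GLD-1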
PME-1 inh – PME-1 (human) inhibition; recombinant PME-1, FP-Rh probe fluorescence polarization; inhibition, % at 5.9 µM; AID 2130; actives 0.53% (n = 320,000);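 active = inhibition above the campaign mean of all compounds plus 3 SD, cut at about 26% in these data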;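 also: competitive labeling of PME-1 active site by serine hydrolase directed probe; 0% = PME-1 with DMSO and 100% = wells lacking PME-1 enzyme; inhibitors block probe labeling so polarization falls and inhibition rises; many of its hits are not listed in these tables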
Fam108B counter – Fam108B inhibition, counter-screen for RBBP9 inhibitors | recombinant Fam108B, FP-Rh probe fluorescence polarization | actives 0.33% (n = 300,000) | inhibition, % at 9.51 µM;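 active = inhibition above the screen mean inhibition plus 3 SD, computed separately per campaign, cut at about 18% in these data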;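 also: inhibitors lower polarization as less probe binds the enzyme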
* = called active by the depositor; . = no result given. These rows are one share of the data. The share of hits here may be higher or lower than overall.

Start of the data: the first three entries as a preview:
SMILES | AHR activator | MCL1 BIM primary | BCLXL inh | MEX-5 binding | PAFAH1B2 inh | pPAFAH FP inh | GLD-1 RNA inh | PME-1 inh | Fam108B counter
COc1ccccc1N1C(=O)c2ccccc2NC1c1ccncc1 (stereo unspecified) | -1 | 0 | 2 | -1.9 | -7 | 4 | 0 | 0 | 8
COC(=O)c1ccc2c(=O)sc(N3CCC(C(N)=O)CC3)nc2c1 | 2 | 20 | 16 | -1.6 | 3 | 3 | 10 | -4 | -2
CC1=C(C(=O)Nc2ccccc2)C(c2ccc(O)cc2)N2C(=O)CSC2=N1 (stereo unspecified) | 7 | -16 | -4 | 2.5 | 2 | -6 | 8 | -6 | -6

This part in full, previewed entries included:
SMILES | AHR activator | MCL1 BIM primary | BCLXL inh | MEX-5 binding | PAFAH1B2 inh | pPAFAH FP inh | GLD-1 RNA inh | PME-1 inh | Fam108B counter
COc1ccccc1N1C(=O)c2ccccc2NC1c1ccncc1 (stereo unspecified) | -1 | 0 | 2 | -1.9 | -7 | 4 | 0 | 0 | 8
COC(=O)c1ccc2c(=O)sc(N3CCC(C(N)=O)CC3)nc2c1 | 2 | 20 | 16 | -1.6 | 3 | 3 | 10 | -4 | -2
CC1=C(C(=O)Nc2ccccc2)C(c2ccc(O)cc2)N2C(=O)CSC2=N1 (stereo unspecified) | 7 | -16 | -4 | 2.5 | 2 | -6 | 8 | -6 | -6
O=C(NC1CCCCCC1)C1CCN(C(=O)c2cccc(Cl)c2)CC1 | -1 | 1 | -1 | 1.7 | 5 | 1 | -1 | -6 | -1
Cc1cccc(Cc2nnc(CCC(=O)N(C)Cc3ccncc3C)o2)c1 | 3 | 17 | 6 | 1.1 | 7 | 0 | 2 | 0 | 1
C=CC[C@@H](Cc1ccc(F)cc1)C(=O)OC[C@@H]1CCCN1C(=O)[C@@H](CC=C)CC(=O)NCCO | 2 | . | . | . | 3 | 5 | 0 | . | .
Cc1ccc(N2C(=O)C3C=NNC3C2=O)cc1 (stereo unspecified) | 2 | -8 | -3 | -0.2 | 0 | 1 | 8 | 1 | 0
Cc1csc(NC(=O)Cn2cnnn2)n1 | 4 | -2 | -2 | 0.9 | 2 | 5 | 6 | -6 | -5
COc1ccc(C(=S)N2CCOCC2)cc1OS(=O)(=O)c1ccc(Br)cc1 | -5 | 4 | 2 | 0.2 | 34* | 0 | 5 | 2 | -1
COc1ccc(CCNc2nncc(=O)[nH]2)cc1OC | 1 | -5 | -1 | -0.4 | 4 | 1 | 2 | -6 | -1
COc1cc2ccccc2cc1C(=O)N1CCN(C(C)=O)CC1 | 1 | 4 | -1 | -1.7 | 4 | -2 | -6 | 7 | -3
Cc1ccc2c(c1)cc(CN(Cc1ccc3c(c1)OCO3)S(=O)(=O)c1ccccc1)c1nnnn12 | 3 | 4 | 0 | -1.1 | -4 | -5 | 2 | -1 | 1
COc1ccc(Cc2nnc(-c3cccc(C)c3)o2)cc1OC | 49* | -5 | 7 | 2.9 | 3 | 3 | -1 | -6 | 3
Oc1ccc(-c2csc(Nc3ncccn3)n2)c(O)c1 | -9 | 5 | 2 | -0.2 | 5 | 0 | 3 | 0 | 0
Cc1ccc(CN2CCCN(Cc3c(F)cccc3Cl)S2(=O)=O)cc1 | 3 | 2 | 0 | -1.8 | 2 | 5 | -5 | -2 | 2
Cc1oc(-c2cc(F)ccc2F)nc1CN1CCN(C)C(=O)[C@@H]1C | 3 | 3 | 3 | 2.7 | 5 | 1 | -1 | -2 | 1
COc1ccc(NC(=O)CN2CCN(CC(=O)Nc3ccccc3Cl)CC2)c(OC)c1 | 2 | 6 | 5 | -4.4 | 3 | 4 | 4 | 5 | -1
Cc1ccc(CNC(=O)c2ccccc2SCC(=O)NCC2CCCCC2)cc1 | 0 | -3 | 0 | . | 17 | 5 | -2 | -5 | -3
C/C(=N\NC(=O)c1ccc(N)cc1)C1CC1 | 8 | 4 | 4 | -1.0 | 4 | 5 | 3 | -3 | -1
COc1ccc(OC)c(NC(=O)CCC(=O)N(Cc2ccc(OC)c(OC)c2)c2nccs2)c1 | 5 | 6 | 6 | 0.8 | 1 | 3 | 3 | 2 | 3
O=c1[nH]c(NC2CCCCC2)c([N+](=O)[O-])c(=O)[nH]1 | 1 | 3 | 7 | -2.7 | 2 | 3 | 4 | 4 | 1
Cn1c(=O)oc2cc(S(=O)(=O)N3CCC(C(=O)NCc4ccccc4)CC3)ccc21 | -2 | 2 | 3 | 0.7 | 2 | -1 | 3 | -1 | -6
CCc1nnc(NC(=O)CSc2nnc(-c3ccccc3O)n2-c2ccc(C)cc2)s1 | -1 | 3 | -8 | 0.6 | -1 | 2 | 4 | -4 | -3
CCN(CC)CCCNC(=O)Cn1ncn2cccc2c1=O | 1 | 5 | -1 | 2.6 | 6 | -1 | 4 | -5 | -2
Cc1ccc(-n2c(C)cc(=O)cc2C)cc1[N+](=O)[O-] | 1 | -6 | 0 | -0.2 | 2 | 2 | 12 | -5 | 2
Cc1ccc(N(C(C)C(=O)O)S(=O)(=O)c2c(C)n[nH]c2C)cc1 (stereo unspecified) | 2 | -7 | 1 | 0.6 | 5 | -5 | -7 | 1 | 2
c1ccc(N2CCN(c3c4c(nc5ncnn35)CCC4)CC2)cc1 | -10 | 1 | 2 | -1.2 | -5 | 7 | 5 | -1 | -1
Cc1ccc2cc(CN(c3ccccc3C)S(=O)(=O)c3ccccc3)c(=O)[nH]c2c1 | 5 | 1 | -1 | -0.2 | -1 | 1 | 18 | -3 | 0
O=C(CN1C(=O)/C(=C/c2ccco2)SC1=S)Nc1ccc(O)c(C(=O)O)c1 | 0 | 58* | 34* | -8.2 | 4 | 33* | -8 | -32 | 11
COc1ccccc1/C=N/NC(=O)c1ccc(N(C)S(=O)(=O)c2ccccc2)cc1 | 9 | -5 | -4 | 0.5 | 3 | -1 | -6 | 5 | -14
CC(C)[C@H](NC(=O)OC(C)(C)C)c1nnc(SCc2cccc(F)c2)o1 | 1 | -8 | -4 | 1.5 | 10 | 4 | 2 | 3 | 2
c1ccc(Cn2c(SCCN3CCOCC3)nnc2-c2cccnc2)cc1 | 1 | -6 | 2 | -0.2 | 5 | 3 | 1 | -1 | 2
CCOC(=O)CCSc1nc(N2CCOCC2)c2c(c1C#N)CC(C)(C)OC2 | -1 | -1 | 0 | -3.2 | -1 | 2 | 5 | 5 | 0
Cc1ccc(NC(=O)Cn2cnc3cc([N+](=O)[O-])ccc3c2=O)cc1 | 8 | -1 | 2 | -1.1 | -3 | 3 | 6 | 1 | -1
CN(CCc1ccccn1)C(=O)CN(C)S(=O)(=O)c1ccc2c(c1)c(=O)n(C)c(=O)n2C | 2 | -5 | 1 | -2.9 | 1 | -6 | 2 | -3 | 3
CCN1CCN(c2ccc(NC(=O)c3cccc(OCc4ccccc4)c3)cc2)CC1 | -1 | 16 | 6 | -0.5 | 2 | 8 | 3 | -4 | 4
O=C(CCCCl)Oc1ccc2cc(-c3ccc4ccccc4n3)c(=O)oc2c1 | 1 | -3 | 0 | 0.1 | -1 | 0 | -7 | 5 | 0
CC1SCC(=NOCc2ccccc2)CS1 (stereo unspecified) | -1 | 6 | 4 | -1.0 | . | 7 | 8 | 1 | 2
O=C(C1CC(=O)N(C2CCCC2)C1)N1CCN(c2cccc(Cl)c2)CC1 (stereo unspecified) | -1 | 3 | 3 | 0.7 | 1 | 6 | -1 | 9 | 0
N#Cc1cccc(OC(=O)c2ccc3c(=O)n4c(nc3c2)CCC4)c1 | 3 | 0 | -4 | -0.4 | 4 | -11 | -5 | -2 | -2
Cn1nnnc1SCC(=O)c1c(N)n(C2CC2)c(=O)[nH]c1=O | -1 | 0 | -5 | . | 1 | 6 | 5 | 4 | .
Cc1cc(C)cc(NC(=O)C(OC(=O)C2=COCCO2)c2ccccc2)c1 (stereo unspecified) | 7 | 2 | 0 | -0.1 | 1 | 5 | 0 | -9 | 4
O=C(c1cc(COc2ccc(F)cc2Cl)on1)N1CCC(OCc2cccnc2)CC1 | 10 | 3 | 1 | 1.9 | 2 | 7 | 2 | -5 | 3
Cc1onc(-c2ccccc2Cl)c1C(=O)NC(=S)NCc1cccnc1 | 7 | 20 | 2 | -1.8 | 5 | 9 | 11 | -1 | 3
CCC(=O)N1CCN(c2ccc(Cl)cc2NC(=O)c2ccc(Br)o2)CC1 | 11 | 7 | 5 | -1.9 | 1 | 4 | 1 | -1 | 1
CCOc1cc(C(=O)NC(CC(=O)O)c2ccc(OC3CCCC3)cc2)cc(OCC)c1OCC (stereo unspecified) | 0 | -1 | 5 | -0.3 | 0 | 8 | -3 | 2 | 1
COc1cc(NC(=S)NC2CC(C)(C)NC(C)(C)C2)cc(OC)c1 | 2 | 0 | 1 | -0.2 | -1 | 6 | 8 | -1 | 1
COc1cc(S(=O)(=O)NC2CCCC2)c(OC)cc1Cl | 0 | 1 | 2 | -2.0 | 5 | 2 | -2 | 0 | 4
O=c1/c(=C/c2ccc(O)cc2)sc2n1CCCN=2 | -8 | -3 | 0 | . | 4 | 0 | 0 | -4 | 4
COc1ccccc1N1CCN(C(=O)c2ccc3nc(-c4ccco4)c(-c4ccco4)nc3c2)CC1 | 3 | 11 | 9 | 0.0 | 4 | 11 | -5 | 3 | 3
CCOC(=O)C(=O)Nc1nc(-c2ccc3c(c2)CCN3C(=O)C2CC2)c(C)s1 | -7 | 0 | 2 | -1.3 | 3 | -1 | 6 | -11 | 2
CCOC(=O)c1cccc(NC(=O)CCn2nnc3ccccc32)c1 | 0 | 5 | 5 | 0.9 | 1 | 4 | 2 | -10 | -2
COc1cc(O)c2c(c1)OC(c1ccc(O)cc1)CC2=O (stereo unspecified) | 0 | 2 | -2 | -1.0 | 6 | 7 | 7 | 12 | 0
O=C(O)CS(=O)(=O)CC(=O)NCc1cccc(C(F)(F)F)c1 | 3 | 3 | 6 | 1.1 | 6 | 6 | -4 | 2 | -2
C=CCN1C(C(=O)c2ccccc2)=C(OC(=O)COc2ccccc2)c2ccccc2S1(=O)=O | 1 | 5 | 1 | . | -1 | 5 | 3 | 4 | -1
COC(=O)c1c(N)sc(Cc2ccccc2)c1C | 4 | 5 | 7 | 0.5 | 0 | 11 | 7 | 2 | -2
Cc1ccc(CN(Cc2ccc(C)o2)C(=S)NCC(=O)O)cc1 | -2 | 7 | 5 | -1.1 | -2 | 1 | 6 | 4 | 2
O=C(C1CC(=O)N(c2ccc(F)cc2)C1)N1CCN(c2ccc(F)cc2)CC1 (stereo unspecified) | 3 | -1 | 0 | 2.7 | 8 | -2 | -3 | -1 | -2
N/C(=N\OC(=O)c1ccc(Cl)cc1Cl)c1ccc(Cl)cc1 | 24 | -2 | 5 | -0.9 | 37* | -4 | -3 | -2 | -7
COc1ccc(CNC(=O)C(c2cccs2)N(C(=O)c2csnn2)C2CC2)cc1 (stereo unspecified) | -3 | -2 | 0 | -3.5 | 3 | 2 | 9 | 2 | -5
(next part)
SMILES | AHR activator | MCL1 BIM primary | BCLXL inh | MEX-5 binding | PAFAH1B2 inh | pPAFAH FP inh | GLD-1 RNA inh | PME-1 inh | Fam108B counter
O=C(N/N=C/c1ccc(O)cc1O)c1ccncc1 | 2 | 13 | 10 | -6.6 | 4 | 3 | 6 | 2 | -2
Cc1c(NC(=O)CSc2nnc(-c3ccncc3)o2)c(=O)n(-c2ccccc2)n1C | 1 | -1 | 4 | -0.9 | 3 | 1 | -1 | 1 | -3
CC(=O)N1CCN(CC(=O)Nc2ccc(C)c(F)c2)CC1 | 5 | 3 | 0 | -0.1 | 7 | 7 | 0 | 0 | 0
Nn1c(SCC(=O)NCc2ccccc2)nnc1C1CC1 | -2 | -2 | 0 | 0.1 | 1 | 6 | 1 | 6 | 0
